Source: PubChem BioAssay
KOR beta-arrestin-1: KOR agonists, beta-arrestin recruitment, primary screen, cell-based, luminescence, uHTS (AID 1777). activation, % at 10 µM; hits with a dose series show EC50 in µM. 0.02% of 280,000 active. KOR beta-arrestin recruitment, luminescence; higher % means a stronger effect. Kappa-type opioid receptor (Homo sapiens); in the data active means activation above about 50%, passing the limit was not always enough; further: a part of the inactive calls stands beside numbers as strong as those of hits
GPR55 activation: GPR55 agonists via beta-arrestin recruitment, primary screen, imaging, U2OS cells, beta-arrestin-GFP redistribution (AID 1961). U2OS GPR55 beta-arrestin-GFP redistribution imaging; higher % means a stronger effect. 0.048% of 290,000 active. G-protein coupled receptor 55 (Homo sapiens). activation, % at 10 µM, or EC50 in µM where a hit was titrated;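 active means activation above 40% with more than 50 cells counted in the well; inconclusive means wells holding fewer than 50 cells, flagged as toxic or sparse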;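 further: U2OS osteosarcoma cells stably expressing GPR55 and beta-arrestin-GFP; plate controls were DMSO negative control for no effect and LPI positive control for full effect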
HEK293 NOD2/NF-kB: NOD2 signaling inhibitors, cell-based, luminescence, uHTS, HEK293 (AID 1566); HEK293 NOD2/NF-kB luciferase reporter, luminescence; higher % means a stronger effect; inhibition, % at 4 µM; hits with a dose series show EC50 in µM; 0.63% of 290,000 active; further: many of its hits are not listed in these tables
GPR55 antagonists: GPR55 antagonists blocking LPI-driven arrestin recruitment, primary screen, imaging, U2OS, beta-arrestin-GFP, LPI agonist (AID 2013) | G-protein coupled receptor 55 (Homo sapiens) | U2OS GPR55 beta-arrestin-GFP translocation imaging, LPI antagonism; higher % means a stronger effect | one-dose inhibition, % at 10 µM; IC50 in µM for titrated hits | 0.13% of 290,000 active;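 active means spots per cell inhibited over 60%, with over 100 cells counted and total cytoplasm intensity under 500,000; inconclusive means wells with under 100 cells, flagged as likely toxic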;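 further: U2OS cells stably carrying GPR55 and arrestin-GFP stimulated by 5 µM LPI near EC80; imaged beta-arrestin-GFP aggregate spots per cell after agonist stimulation; plate controls were LPI-stimulated DMSO wells for no effect and DMSO wells without LPI for full effect; some results filed as inactive read as strong as hits; confirmed hits need IC50 under 10 µM and bright autofluorescent wells are also inconclusive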
NTR1 ag: agonists of NTR1, primary screen, imaging, U2OS cells, beta-arrestin-GFP, high content (AID 493036); Neurotensin receptor type 1 (Homo sapiens), P30989; NTR1-U2OS beta-arrestin-GFP spot imaging, agonist mode; activation, % at 20 µM; 0.17% of 330,000 active;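 active means activation at or above 40% of the spot to cytoplasm intensity ratio, with at least 20 cells analyzed; inconclusive means wells under 20 cells, flagged as cytotoxic or low count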;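 further: 0% = DMSO without peptide and 100% = 100 nM NTR1 peptide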
Target sequence (P30989 whole entry, looked up): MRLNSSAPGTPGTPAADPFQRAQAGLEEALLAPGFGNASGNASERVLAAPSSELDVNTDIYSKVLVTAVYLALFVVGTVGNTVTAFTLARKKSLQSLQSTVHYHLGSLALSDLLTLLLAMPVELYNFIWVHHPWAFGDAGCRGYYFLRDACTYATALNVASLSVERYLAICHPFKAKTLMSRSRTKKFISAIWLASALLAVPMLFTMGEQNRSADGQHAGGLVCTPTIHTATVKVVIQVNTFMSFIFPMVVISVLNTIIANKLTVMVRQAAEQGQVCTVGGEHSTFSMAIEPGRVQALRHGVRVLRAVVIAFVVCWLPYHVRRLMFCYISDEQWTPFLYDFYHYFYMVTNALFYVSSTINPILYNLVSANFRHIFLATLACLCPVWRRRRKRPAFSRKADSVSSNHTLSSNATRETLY
NOD1 inhibition: NOD1 signaling inhibitors, primary screen, cell-based, luminescence, uHTS (AID 1578). inhibition, % at 4 µM; hits with a dose series show EC50 in µM. NOD1-driven NF-kB luciferase reporter cells, luminescence; higher % means a stronger effect. 1% of 290,000 active; in the data active means inhibition mostly above about 36%, no sharp cut-off; inactive means mostly below about 34%;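 further: HEK-293T reporter cells stimulated with the NOD1 agonist gamma-tri-DAP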
Myeloid diff 2: induction of myeloid progenitor differentiation, primary screen, cell-based, flow cytometry, MLPCN library; calls only at 10 µM; 1% of 360,000 active; ER-HoxA9 myeloid progenitors, lysozyme-GFP differentiation;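 active means normalized GFP-positive differentiation at or above the plate's own cutoff, the solvent-only control mean plus 3 SD; inconclusive means no clear call, values can overlap the other calls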;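 further: cells exposed to compound for four days before flow analysis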
KOR beta-arrestin-2: KOR antagonists, beta-arrestin recruitment, cell-based, luminescence, uHTS (AID 1778). Kappa-type opioid receptor (Homo sapiens). KOR beta-arrestin recruitment, luminescence, antagonist mode; higher % means a stronger effect. inhibition, % at 10 µM; hits with a dose series show IC50 in µM. 0.091% of 290,000 active; further: strong numbers were not always called active
T cell modulator: modulators of CD8 T cell-vesicle binding, primary screen, mouse 2C CD8+ T cells, flow cytometry; 2C CD8+ T cell-vesicle binding; stronger effect = lower value; calls only at 7 µM; 0.068% of 330,000 active;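 active means response, share of CD8 T cells binding vesicles, and their 90th percentile fluorescence all below set limits, cut at about 80% in these data, passing the limit was not always enough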
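Test system: purified 2C TCR transgenic mouse naive CD8+ T cells. Probe or stimulus: QL9-peptide-loaded Drosophila micro-vesicles bearing Ld, ICAM-1 and B7-1. Incubation: binding step 1.5 h, 37 °C, antibody labelling 20 min, ice. Measured by: flow cytometry of vesicle-bound cells.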
T cell modulator vesicle-bound %: recorded beside T cell modulator, whose call it bears; double positive events, %; measured here: CD8+ vesicle-bound cell fraction;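 binding gate set so that unloaded-vesicle control wells show 10% double positive cells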
NTR1 ag cell count 20 µM: second read-out of NTR1 ag, no call of its own (marks repeat the call); cell count; measured here: cell count, cytotoxicity flag
Myeloid diff 2 GFP+ MAC1+ %: recorded beside Myeloid diff 2, whose call it bears; GFP+ MAC1+ double positive, %; measured here: differentiation confirmed by MAC1 staining
Starred values were filed as active, the others as inactive; i = inactive; ? = inconclusive; · = not tested or not shown; [ ] = another dose, or the depositor's remark. Unless noted, no stated cut-off is given here; in the data, active means inhibition above about 50%; inactive means the rest. Not all compounds are listed (hit frequency here may not be typical).

SMILES | KOR beta-arrestin-1 | GPR55 activation | HEK293 NOD2/NF-kB | GPR55 antagonists | NTR1 ag | NTR1 ag cell count 20 µM | NOD1 inhibition | Myeloid diff 2 | Myeloid diff 2 GFP+ MAC1+ % | KOR beta-arrestin-2 | T cell modulator | T cell modulator vesicle-bound %
CN(C)S(=O)(=O)c1ccc(C(=O)Oc2ccccc2)cc1 | -2.1% | 0.4% | 12% | 5% | -0.3 | 65 | -16% | i | 1.4 | 42% | i | 42
CC(C)CC(c1nnnn1C(C)C)N1CCN(c2ccccc2)CC1 (configuration not stated) | -0.1% | 0.2% | -2% | 14% | -0.6 | 38 | 12% | i | 0.8 | 7% | i | 8
O=C(c1ccc(Cl)c(Cl)c1)N1CCCC1 | 5.2% | 0.2% | 3% | 8% | -0.2 | 47 | -1% | i | 0.7 | 13% | i | 14
O=C1C2CCCN2C(=O)N1CCCN1CCN(c2cccc(Cl)c2)CC1 (configuration not stated) | -1.3% | 1.4% | 21% | 1% | 2.2 | 77 | -24% | i | 0.6 | -23% | i | 58
CCCC(=O)C1=C(N(C)c2ccccc2)CC(C)(C)CC1=O | 3.1% | -0.1% | 16% | -4% | 0.1 | 71 | 2% | i | 0.7 | -27%[20 µM] | i | 36
O=[N+]([O-])c1ccc(Nc2ccccc2)nc1 | -9.8% | 0.7% | -11% | 8% | 1.4 | 36 | -16% | i | 0.8 | 6% | i | 45
O=C(Cn1nnc(N2CCCC2)n1)N/N=C/c1ccc(Cl)cc1 | 0.7% | 0.1% | -2% | -8% | 0.0 | 49 | -7% | i | 0.7 | -17% | i | 21
CC(=O)Nc1cc(C(F)(F)F)ccc1Oc1cccc(Br)c1 | -2.3% | 0.0% | -10% | 3% | 1.9 | 34 | 0% | i | 0.6 | 23% | i | 34
COc1ccc2nc(/C=N/NC(=O)[C@@H]3CCCN3C(=O)OC(C)(C)C)ccc2c1 | 7.2% | 0.0% | -43% | -8% | 0.4 | 47 | 7% | i | 0.5 | -30% | i | 46
CC1(C)CC(NC(=O)c2ccccc2F)CC(C)(C)N1 | -7.2% | -0.1% | 15% | -9% | 1.1 | 68 | -1% | i | 0.3 | -11% | i | 52
CCN(Cc1ccncc1)C(=O)c1cc(COc2ccc(F)cc2Cl)on1 | 0.8% | 0.0% | 23% | 8% | 1.6 | 99 | -32% | i | 5.3 | 16% | i | 65
CC(C)(C)OC(=O)NCCCC[C@H](NC(=O)c1[nH]cnc1C(=O)N[C@@H](Cc1ccccc1)C(=O)OC(C)(C)C)C(=O)OC(C)(C)C | 1.0% | -0.2% | 7% | 20% | 24 | 96 | -9% | ? | · | 37% | i | 38
COc1cccc(OCc2nnc(SCC(=O)N3c4ccccc4Sc4ccc(Cl)cc43)o2)c1 | 4.4% | 0.1% | 18% | 15% | 2.5 | 55 | 13% | i | 0.4 | 5% | i | 19
Cc1ccc(-n2c(Cc3cccn3C)nnc2SCC(=O)NCc2ccc3c(c2)OCO3)cc1 | 1.8% | -0.1% | 17% | 18% | 0.2 | 59 | -14% | i | 0.6 | 12% | i | 36
Cc1ccc(-c2csc(Nc3ccccn3)n2)cc1 | 3.6% | -0.2% | -161% | -14% | 17 | 50 | -100% | i | 0.2 | -33%[20 µM] | i | 43
Cc1ccc(S(=O)(=O)N2CN(Cc3ccco3)c3nc4ccccc4nc32)cc1C | -2.8% | -0.2% | 18% | 14% | 0.4 | 46 | 26% | i | 1.4 | 7% | i | 60
O=c1nc2n(c3c1oc1ccccc13)Cc1ccccc1-2 | -11% | 0.8% | 18% | 4% | · | · | -7% | · | · | -26% | · | ·
Nc1ccc(-c2cc(-c3ccc(N)cc3)nc(-c3ccccc3)n2)cc1 | 0.3% | -0.2% | 5% | -10% | 2.3 | 70 | -7% | i | 2.6 | 13% | i | 24
CCOC(=O)N[C@H](Cc1c[nH]c2ccccc12)C(=O)NC1CC1 | 5.9% | 1.0% | 0% | 5% | -0.2 | 42 | 7% | i | 0.5 | 23% | i | 53
O=C1CC(c2ccccc2)C(C(=O)O)N1 (configuration not stated) | -2.5% | -0.1% | 11% | -4% | 0.6 | 66 | 1% | i | 1.6 | 18% | i | 43
O=C1CCC(C(=O)Nc2cccc(C(F)(F)F)c2)N1 (configuration not stated) | -0.4% | -0.2% | 1% | -5% | 3.4 | 45 | -15% | i | 7.3 | 4% | i | 35
CCCc1nc2ccccc2c(=O)n1/N=C/c1c(C)[nH]n(-c2ccc(C)cc2)c1=O | 2.5% | 0.2% | 19% | -11% | 0.3 | 72 | 9% | i | 1.2 | -9% | i | 27
CN1CCOCCOCCN(C)C1=O | -2.2% | -0.1% | 15% | 9% | -0.7 | 83 | -18% | i | 0.4 | -22% | i | 7
COc1cccc(-c2nc(N3CCN(c4ccccc4)CC3)c3ccccc3n2)c1O | 4.1% | -0.1% | 6% | 2% | 0.3 | 45 | 26% | i | 0.8 | -22% | i | 51
CC(=O)c1ccc(NC(=O)C(Cc2ccccc2)NC(=O)c2ccco2)cc1 (configuration not stated) | -1.5% | 0.0% | 2% | 10% | 0.6 | 52 | 0% | i | 4.8 | 1% | i | 43
Cc1ccc(NC(=O)CSc2ncn(-c3ccccc3)n2)cc1C | 2.9% | -0.1% | 20% | 6% | -3.6 | 86 | -29% | i | 2.4 | 34% | i | 41
CCOCCCn1c(=S)[nH]c2cc(C(=O)N3CCN(c4ccccc4)CC3)ccc2c1=O | 4.5% | -0.2% | 31% | 8% | -0.1 | 62 | 5% | i | 3.5 | 27% | i | 41
CCC(CC)COC(=O)C1=C(C)NC(=O)NC1c1ccccc1Br (configuration not stated) | -0.7% | 0.0% | 20% | 2% | 1.6 | 58 | -20% | i | 0.6 | 7%[20 µM] | i | 26
COc1ccc(C(O)C(CC(=O)NCCCOC(C)C)C(=O)NCCCOC(C)C)cc1OC (configuration not stated) | 3.5% | -0.5% | 8% | 3% | -0.3 | 48 | -6% | i | 0.6 | 15% | i | 44
Cc1cc(=O)n2c(n1)OC(CO)C2 (configuration not stated) | -0.2% | 0.3% | 14% | -2% | -0.9 | 56 | 16% | i | 1.9 | 17% | i | 24
c1ccc(-c2ccc(-n3ccnc3)cc2)cc1 | 10% | -0.2% | -29% | 6% | 2.0 | 50 | -37% | i | 1.2 | 31% | i | 10
Cc1ccc(NC(=S)c2nc3ccccc3s2)cc1 | 0.5% | 0.7% | -189% | 12% | 7.1 | 36 | 2% | i | 0.6 | -5% | i | 32
O=C(OCn1nnc2ccccc2c1=O)c1cccnc1 | -1.1% | -0.1% | 9% | 8% | 0.4 | 87 | -68% | i | 0.2 | -5% | i | 14
Cc1[nH]nc(N2CCCCC2)c1[N+](=O)[O-] | -4.5% | -0.4% | 13% | -10% | 1.4 | 79 | -13% | i | 1.0 | 35% | i | 19
CN(c1ccc(O)cc1)c1nc(-c2cccs2)cs1 | · | -0.1% | -130% | 12% | 9.0 | 65 | -4% | i | 0.0 | -37%[20 µM] | i | 50
Cc1onc(-c2ccccc2Cl)c1C(=O)N1CCN(c2ccccc2)CC1 | 0.2% | -0.2% | -12% | 19% | 1.7 | 51 | · | i | 0.4 | 28% | i | 38
Cc1cc(C(=O)N2CCN(S(C)(=O)=O)CC2)cs1 | -2.3% | -0.1% | 3% | 2% | -0.3 | 50 | -11% | i | 6.9 | 23% | i | 55
N#Cc1nc(COc2cccc(Cl)c2)oc1NCc1ccco1 | 2.3% | -0.1% | -39% | -3% | -0.1 | 84 | -49% | i | 1.0 | 6% | i | 33
COc1ccc(C(=O)CCC(=O)Nc2cccnc2)cc1OC | 11% | -0.2% | -7% | 1% | -1.0 | 50 | -11% | i | 0.3 | -1% | i | 6
Cc1cccc(NC(=O)C2CCN(S(=O)(=O)c3cccs3)CC2)n1 | -4.0% | -0.1% | 7% | 11% | 1.4 | 80 | -9% | i | 0.7 | 4% | i | 52
O=C(CN1CCN(Cc2ccc(Cl)cc2)C1=O)NCCN1CCCC1 | -0.7% | 0.3% | 6% | 8% | 3.4 | 68 | -15% | i | 1.4 | 25% | i | 52
CC12CCC(C/C1=N/O)C2(C)C (configuration not stated) | 2.9% | 0.3% | -16% | 1% | 2.2 | 107 | -61% | i | 1.5 | -6% | i | 10
N#Cc1c2ccccc2nc2ccccc12 | -5.3% | -0.2% | -2% | -10% | 1.4 | 48 | -3% | i | 1.3 | 24% | i | 12
O=[N+]([O-])c1c(NCCCO)cc(Sc2nc3ccccc3s2)c2nonc12 | 3.1% | 0.2% | -10% | -35% | 1.0 | 45 | 22% | ? | · | 42% | i | 35
CCOc1c(Cl)cc(C2NC(=O)NC(C)=C2C(=O)NCc2ccccc2)cc1OC (configuration not stated) | 57% | -0.1% | -6% | -3% | 1.4 | 83 | 0% | i | 5.3 | 12% | i | 53
CC1CCCN(CCCOc2ccc([N+](=O)[O-])cc2)C1 (configuration not stated) | -4.0% | -0.3% | 6% | 10% | -0.2 | 56 | 1% | i | 0.4 | 2% | i | 31
CCN1CCC2(CC1)C(C#N)=C(N)Oc1c2sc2nc(C)cc(C)c12 | -2.2% | -0.2% | 0% | 9% | 0.2 | 68 | -28% | i | 0.0 | 26% | i | 47
COc1ccc(N2CC(C(=O)N[C@@H](C)C(=O)NC(C)c3ccccc3)CC2=O)cc1 (some centres not stated) | 5.0% | 0.3% | 10% | 10% | -0.3 | 56 | -29% | i | 2.2 | 4% | i | 16
